Screening data (PubChem)
TTR transcr act: TTR transcription activators in neuroblastoma reporter cells, primary screen, cell-based, luminescence, SH-SY5Y, TTR promoter Gaussia luciferase; hit rate 1.3% among 92,000; 100% = recombinant luciferase protein wells; activation, % at 16.7 µM;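 active = activation above the mean of all tested compounds plus 3 SD, cut at about 9.5% in these data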;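 note: cells exposed to compounds for one day before reading; 0% = median of all test compound wells on the plate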
* marks the source's active call; other numbers are inactive results. These rows are one share of the data (hit frequency here may not be typical).

SMILES	TTR transcr act
O=C(COc1ccccc1)Nc1cccc(-c2nc3cc4ccccc4cc3[nH]2)c1	-4.2
Cc1cccc(COC[C@H](Cc2ccccc2)N2CCN(C(=O)c3ccc(C(F)(F)F)cc3)CCC2=O)c1	-3.1
CC(=O)Nc1ccc(SCC(=O)Nc2cc(C)on2)cc1	1.2
COC(=O)c1c([N+](=O)[O-])c(OC)c(OC)c(OC)c1[N+](=O)[O-]	1.1
CCOC(=O)N1CCN(C(=S)NC(=O)c2c(-c3c(Cl)cccc3Cl)noc2C)CC1	-1.6
Cc1onc(-c2ccccc2)c1C(=O)Nc1nnc(CC(C)(C)C)s1	1.8
O=C(c1cnn2c(C(F)(F)F)cc(-c3cccs3)nc12)N1CCCC1	0.1
COc1ccc(Cl)cc1C(=O)NCCCn1ccnc1	-0.6
CC[C@]12c3[nH]c4ccc(OC)cc4c3CCN1C(=O)C(CC(=O)NCCc1ccccn1)C[C@@H]2C(=O)N1CCN(C(=O)C2CC2)CC1 (stereo partly specified)	2.3
Cc1cccc(Oc2ccc(S(=O)(=O)N3CCCCC3)cc2N)c1	-3.4
Cc1ccccc1NC(=O)Cn1c(=O)oc2ccccc21	0.0
CCOc1ccc2nc(NC(=O)C(NS(=O)(=O)c3cccc4nsnc34)C(C)C)sc2c1 (stereo unspecified)	-1.3
CCc1nc2c(OCc3ccc(F)c(F)c3)cccn2c1N(C)C(=O)c1cccs1	-2.6
COc1ccccc1OCC(=O)Nc1ccccc1C(=O)NCc1cccnc1	0.5
C=C(CCO)C1=CCN(S(=O)(=O)C(C)(C)C)[C@H]1CCO	2.0

The final 2 compounds of the section before lead into the next:
SMILES	TTR transcr act
COc1ccccc1OCC(=O)Nc1ccccc1C(=O)NCc1cccnc1	0.5
C=C(CCO)C1=CCN(S(=O)(=O)C(C)(C)C)[C@H]1CCO	2.0
Cc1nn(C)c(C)c1NC(=O)C12CC3CC(CC(C3)C1)C2	0.5
COc1cc(NC(=O)Cn2cnc3ccccc3c2=O)c(OC)cc1Cl	-1.4
CS(=O)(=O)c1nc(S(=O)(=O)c2ccc(Cl)cc2)c(NCc2ccccn2)s1	1.0
COC(=O)c1ccc(S(=O)(=O)N2CCC(C(N)=O)CC2)n1C	0.1
COc1cc(C(=O)NCCNc2nc3cc(C)ccc3cc2C#N)cc(OC)c1OC	0.5
O=C(NCc1ccccc1)NC1CCS(=O)(=O)C1 (stereo unspecified)	3.8
COc1ccc(OC)c(/C=N/n2c(C)nc3ccccc3c2=O)c1	-0.7
O=[N+]([O-])c1nn(-c2ccc3c(c2)OCCO3)n(O)c1=Nc1ccc(Cl)cc1	-2.6
O=C(OCC(=O)c1ccc[nH]1)c1ccc(F)c(S(=O)(=O)N2CCOCC2)c1	-0.8
Cc1ccc(CCNC(=O)C2CCN(c3nn4c(=O)cc(C)nc4s3)CC2)cc1	-3.0
C=CCN1C(=O)[C@H](CC(=O)NCC23CC4CC(CC(C4)C2)C3)[C@@]2(C(=O)OCC)CCCC=C12	-1.1
Cn1ccc2cc(OCc3ccccc3)ccc21	0.8
CC(C)CC1CCCC12NC(=O)NC2=O (stereo unspecified)	1.3
O=S(=O)(c1ccc(=S)[nH]c1)N1CCN(Cc2ccccc2)CC1	0.1
CCN(CC)C(=O)C12C(=O)Oc3ccccc3C1C2(C)C(=O)c1ccc(F)cc1 (stereo unspecified)	3.0
CCOC(=O)C(Cc1ccc(OC)c([N+](=O)[O-])c1)NC(=O)CCC(=O)Nc1ccc(C)cc1 (stereo unspecified)	0.7
CCOC(=O)c1ccc(NC(=O)CNC(=O)C2CCCCC2)cc1	1.9
CC(C)(C)NC(=O)CC1C(=O)NCCN1Cc1c(F)cccc1Cl (stereo unspecified)	1.2
Cn1c(=O)c2ccccc2n(Cc2ccccc2Cl)c1=O	-3.1
c1ccc(-c2ccc(-c3cnc4n3CCCCC4)cc2)cc1	-2.2
Cc1nc(-c2nnc(SCC(=O)Nc3ccc(C(F)(F)F)cc3)n2C)cs1	-0.3
CC1(C(=O)NS(=O)(=O)c2ccc(F)cc2F)CCN1C(=O)c1cccc(F)c1 (stereo unspecified)	-1.3
CCc1ccc(C2=CC(c3cc(Br)ccc3F)n3ncnc3N2)cc1 (stereo unspecified)	-0.8
CC(C)(C)OC(=O)C[C@@H]1C/C=C\C[C@@H](CC(=O)N[C@H](CO)Cc2ccccc2)C(=O)NC[C@@H](c2ccccc2)OC1=O	0.6
COc1ccccc1NC(=S)N1CCN(C(c2ccccc2)c2ccccc2)CC1	-4.3
CCCCCCCCN1C(=O)[C@@H](CC(=O)NCCCOCCCC)C[C@@]2(C(=O)OC)C1=C[C@H](C(C)C)O[C@@H]2C1CC1	-0.5
COc1ccc(C(=O)NC2CCCN(Cc3ccccc3F)C2)c(OC)c1OC (stereo unspecified)	-0.4
COc1cccc(/C=C/C(=O)NCc2ccc(S(N)(=O)=O)cc2)c1	0.8
Cc1cccn2c(=O)c(C=O)c(N3CCN(c4ccc(F)cc4)CC3)nc12	0.3
CCOC(=O)c1ccc(NC(=O)N2CCN(C(=O)C3CCCO3)CC2)cc1 (stereo unspecified)	2.0
Cc1nn(C)c(C(=O)Nc2ccn(C34CC5CC(CC(C5)C3)C4)n2)c1[N+](=O)[O-]	-0.3
Cc1ccc(C(=O)NCCN2C3=NC[C@H](Cc4ccc(O)cc4)N3C[C@H]2Cc2ccc(O)cc2)cc1Br	1.1
Cc1ccc(C)c(S(=O)(=O)Nc2ccc(C(=O)N3CC(C)OC(C)C3)cc2)c1 (stereo unspecified)	-0.3
CCOC(=O)C1=C(C(F)(F)F)Nc2ncnn2C1c1cccc(OC)c1OC (stereo unspecified)	2.5
COc1ccc2c(c1)C(c1ccc(N3CCOCC3)cc1)=NNC(c1cccnc1)=N2	0.4
COc1ccccc1NC(=O)c1cccc(S(=O)(=O)N2CCN(Cc3ccccc3)CC2)c1	1.4
CCCCCCCNC(=O)c1cc(-c2ccncc2)nc2ccccc12	-3.5
O=C(Nc1cn(-c2ccccc2)nc1-c1ccc(Cl)cc1)c1ccccc1	-0.2
Cn1c(=O)c([N+](=O)[O-])c(NCC2CCCO2)c2ccccc21 (stereo unspecified)	6.6
[O-][n+]1cccc2ncc3cscc3c21	-1.5
COc1ccc(CCCC(=O)NC(C)c2ccccc2)cc1 (stereo unspecified)	-1.5
S=C(NCC1CCCO1)NC1CCCC1 (stereo unspecified)	-1.3
CC(=O)Nc1ccc(NC(=O)COC(=O)Cn2cnc3ccccc32)cc1	-0.2
CC1=C([N+](=O)[O-])C(c2ccc(Cl)cc2)NC(=O)N1C (stereo unspecified)	2.0
CCOc1ccccc1NC(=O)N1CCCC1C(=O)NCc1cccs1 (stereo unspecified)	1.1

Taken from the listing for reference:
SMILES	TTR transcr act
COc1ccccc1NC(=O)c1cccc(S(=O)(=O)N2CCN(Cc3ccccc3)CC2)c1	1.4
CCCCCCCNC(=O)c1cc(-c2ccncc2)nc2ccccc12	-3.5
O=C(Nc1cn(-c2ccccc2)nc1-c1ccc(Cl)cc1)c1ccccc1	-0.2
Cn1c(=O)c([N+](=O)[O-])c(NCC2CCCO2)c2ccccc21 (stereo unspecified)	6.6
[O-][n+]1cccc2ncc3cscc3c21	-1.5

Continuation:
SMILES	TTR transcr act
CCC(=O)Nc1cc(Cl)ccc1N1CCN(C(=O)CC)CC1	12*
COc1cc(SC)ccc1C(=O)Nc1ccc(Br)cn1	-3.1
NC(=O)C1CCN(C(=O)COc2ccc(S(=O)(=O)NC3CCCC3)cc2)CC1	0.6
COc1ccc(C(C)=O)cc1CSc1nnc(C)n1-c1ccccc1	3.6
O=C(COC(=O)/C=C/c1ccccc1[N+](=O)[O-])Nc1ccc2[nH]c(=O)[nH]c2c1	2.2
O=C(NCCCCc1ccccc1)c1cccc([N+](=O)[O-])c1	0.8
Cc1cc(C)n(S(=O)(=O)c2ccccc2[N+](=O)[O-])n1	-1.9
Cc1ccc2c(c1)N(CCCC(=O)NCc1ccc3c(c1)OCO3)C(=O)CO2	-1.4
COC(=O)[C@@]1(Cc2ccccc2)[C@H]2C(=O)N(Cc3ccccc3)C(=O)[C@H]2[C@H]2CN=C(SCc3ccc(C#N)cc3)N21	-1.6
S=C(Cc1ccccc1)Nc1ccccc1	1.4
COc1ccc(S(=O)(=O)N2CCCCCC2)cc1NC(=O)CN1C(=O)NC(C)(c2ccc(C)cc2)C1=O (stereo unspecified)	-0.3
COc1ccccc1NC(=O)CCC(=O)Nc1nnc(C(F)(F)F)s1	-0.6
O=C(COC(=O)C1CCCCC1)NCc1ccc(Cl)cc1	1.8
Cc1ccc2nc3c(nc2c1)-c1ccccc1C3=O	1.0
C[C@H](CO)N1C[C@H](C)[C@@H](CN(C)Cc2ccncc2)OCc2cnnn2CCCC1=O	3.2
Cc1cc(NC(=O)c2noc3c2CCCC3)n(-c2ccccc2)n1	-1.4
COc1ccc2cc(CCOC3CCCCO3)ncc2c1 (stereo unspecified)	-2.1
Cc1cccc(OCC(=O)NCCNC(=O)c2ccccn2)c1	5.6
COc1cccc(C(=O)Nc2ccc(N3CCCC3)cc2)c1	1.0
Cc1ccc(S(=O)(=O)N2CCN(C(=O)Cn3cnc4c3c(=O)n(C)c(=O)n4C)CC2)cc1C	0.7
O=C(O)Cc1ccc2ocnc2c1	1.3
CC1=C(C(=O)Nc2ccccc2)C(c2cccc([N+](=O)[O-])c2)Nc2nc3ccccc3n21 (stereo unspecified)	0.5
Cc1ccc(C)c(S(=O)(=O)Nc2ccc(O)c3ccccc23)c1	1.9
O[C@H]1C[C@H](c2ccc(Cl)cc2)N(Cc2cccs2)C[C@@H]1n1cc(C2CC2)nn1	2.6
COc1ccc(C2CC(c3cccc(C(F)(F)F)c3)=NN2c2ccc(S(N)(=O)=O)cc2)cc1 (stereo unspecified)	-0.4
Cc1ccc(CSCC(=O)NCc2ccco2)cc1	-1.2
O=S(=O)(N/N=C/c1ccc(Cl)cc1)c1ccc(Cc2ncc(C(F)(F)F)cc2Cl)s1	-0.3
O=C(c1ccncc1)N(Cc1cc2ccccc2[nH]c1=O)C1CCCCC1	-0.7
COc1cccc2c1C(CO)N1C(C#N)C3CC(C(=O)O)C(C1C2)N3C (stereo unspecified)	0.3
Cc1ccc(S(=O)(=O)N2[C@@H](c3ccccc3F)C(C(=O)O)=CC[C@H]2c2cccs2)cc1	13*

Continued; it opens with the 5 that closed the last part.
SMILES	TTR transcr act
Cc1ccc(CSCC(=O)NCc2ccco2)cc1	-1.2
O=S(=O)(N/N=C/c1ccc(Cl)cc1)c1ccc(Cc2ncc(C(F)(F)F)cc2Cl)s1	-0.3
O=C(c1ccncc1)N(Cc1cc2ccccc2[nH]c1=O)C1CCCCC1	-0.7
COc1cccc2c1C(CO)N1C(C#N)C3CC(C(=O)O)C(C1C2)N3C (stereo unspecified)	0.3
Cc1ccc(S(=O)(=O)N2[C@@H](c3ccccc3F)C(C(=O)O)=CC[C@H]2c2cccs2)cc1	13*
CCCC(c1nnnn1CCOC)N1CCN(c2cccc(OC)c2)CC1 (stereo unspecified)	-2.1
COc1cccc(C2CC(OCCF)=CC(=O)O2)c1 (stereo unspecified)	-0.9
N#C/C(=C(/O)COC(=O)c1ccc(Cl)c(S(=O)(=O)N2CCOCC2)c1)c1nc2ccccc2[nH]1	4.0
CC1(C)CC(=O)C2=C(C1)N(c1ccccc1)C(=O)CC2c1ccsc1 (stereo unspecified)	0.6
CCOc1ccc(C(=O)C2CCN(CC(=O)Nc3ccccc3N3CCOCC3)CC2)cc1	0.6
O=C(NCc1ccccc1Cl)c1cnccn1	6.9
COc1cc(F)ccc1-c1cc(C(=O)Nc2ccc(C)c(NS(C)(=O)=O)c2)[nH]n1	-3.3
CC(C)NC(=O)N(C)C[C@@H]1Oc2cc(Br)ccc2S(=O)(=O)N([C@@H](C)CO)C[C@H]1C	-1.9
Cc1cc(Cl)ccc1NC(=O)COC(=O)c1c(C)noc1C	-0.2
CN1CCN(S(=O)(=O)c2cccc(C(=O)N3CCN(c4ccccc4)CC3)c2)CC1	-1.0
COc1ccc(Oc2c(C=O)c3ccccc3n2C)cc1	2.3
CCSc1nc2ccccc2c(=O)n1-c1c(C)n(C)n(-c2ccccc2)c1=O	1.8
COC(=O)C1(Cc2cc(-c3ccc([N+](=O)[O-])cc3)no2)CCN(C(=O)OC(C)(C)C)CC1	3.6
CC(=O)Nc1ccc(SCC(=O)Nc2ccc(Cl)cn2)cc1	0.1
CCOc1ccc(/C=N/Nc2nc(N3CCCC3)nc(N3CCCC3)n2)cc1OC	-2.6
COc1ccc(CN2C(=O)C(CC(=O)NCc3ccco3)CC(C(=O)N(C(C)C)C(C)C)=C2C)cc1 (stereo unspecified)	-0.5
Cc1nc(/N=C\c2ccc(N(C)C)cc2)sc1C	4.3
COc1ccc(C2CC(=O)C=C(NCC3CCCO3)C2)cc1 (stereo unspecified)	0.5
O=C(CC12CC3CC(CC(C3)C1)C2)NC(=S)NCc1ccco1	0.2
Cc1cc(NC(=O)c2c(F)cccc2Cl)no1	2.0
CNC[C@H]1Oc2cc(Br)ccc2S(=O)(=O)N([C@@H](C)CO)C[C@H]1C	1.4
CN(CCCN1CCOCC1)C(=O)c1cc(COc2cccc(C(F)(F)F)c2)on1	-0.1
c1ccc(-c2nnc(-c3ccccc3)o2)cc1	-4.2
CSC1=NCCN1C(=O)COc1ccccc1	0.4
COc1ccc(NC(=O)CNS(=O)(=O)c2ccccc2)cc1Cl	1.4
O=C(N/C(=C/c1cccnc1)C(=O)N1CCCCCC1)c1cccc(Br)c1	-0.1
O=C1C=C(c2cccc(Cl)c2O)C[C@@H](c2ccc3c(c2)OCO3)C1	5.7
CC(C)(C)C(=O)Nc1sc2c(c1C(=O)Nc1ccccn1)CCCC2	-1.5
CCO[C@H]1OC(C(=O)N2CCN(Cc3ccc4c(c3)OCO4)CC2)=C[C@@H](c2csc3ccccc23)[C@@H]1CCCO	-2.8
CCn1cc(C(=O)NCc2ccc(C)o2)c2cc(OC)c(OC)cc2c1=O	-0.8

Single entries from the list:
Under TTR transcr act, CCO[C@H]1OC(C(=O)N2CCN(Cc3ccc4c(c3)OCO4)CC2)=C[C@@H](c2csc3ccccc23)[C@@H]1CCCO is entered as -2.8
Under TTR transcr act, COc1ccc(NC(=O)CNS(=O)(=O)c2ccccc2)cc1Cl is entered as 1.4
Under TTR transcr act, Cc1cc(NC(=O)c2c(F)cccc2Cl)no1 is entered as 2.0
